Screens deposited in PubChem BioAssay by National Center for Advancing Translational Sciences (NCATS).
Abeta yeast res – qHTS for compounds that reverse cellular toxicity of Amyloid beta (A-beta) peptide in yeast: Primary Screen; yeast expressing A-beta42, growth rescue, OD600, 48 h; response scale: 0% DMSO, 100% iron-clioquinol control; AID 1347071, 2019; Potency, µM (highest dose often 46.1 µM), for the others: at the highest dose growth rescue, actives largely listed as activators; 410,000 compounds, 0.063% hits; note: potency is the fitted concentration of half-maximal effect; nearly all actives have a fitted effect of over 55% in size
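Growth rescue measured by 600 nm absorbance after 48 h yeast culture at 30 C with compound. Values normalized between DMSO and an equimolar ferric chloride plus clioquinol control.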
HEK293 tox – qHTS of GLP-1 Receptor Inverse Agonists: Cytotox Screen | 410,000 compounds, 0.13% hits | Potency, µM (top dose mostly 38.3 µM), without a hit: at the highest dose activity change, negative = inhibition, most hits filed as inhibitors | HEK293 cAMP-luciferase reporter cells, luminescence, 24 h;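 note: loss of luciferase light is scored as toxicity; potency is the fitted concentration of half-maximal effect; % is set by controls: 0 for no effect and ±100 for the full control effect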
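Quantitative HTS format, 1536 wells, 200 cells/uL seeded. Compounds: 23 nL, 24 h, 37 °C. Detection: luciferase reagent, luminescence at 12 min RT; decreased signal taken as cytotoxic.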
pAkt inh – HTS Assay for Inhibitors of Akt Phophorylation: Primary Screen | Neuro2A IGF-stimulated pAkt S473 HTRF, 20 min; active compounds read low | activity change, % for hits at 50 µM | 360,000 compounds, 0.32% hits | AID 651550, 2012; in the data active = activity change below about -80%; inconclusive = mostly about -51% to -80%; note: % is set by controls: 0 for no effect and ±100 for the full control effect
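Neuro2A cells in DMEM with 0.5% FBS, overnight at 37 deg C, given compound at single 50 µM final, then IGF (6 nM final) for 20 min at 37 deg C. Lysed; phospho-Akt Ser473 by HTRF after 24 h, 665/615 ratio.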
aSyn rescue – qHTS of alpha-syn Inhibitors; Yeast expressing alpha-synuclein, growth rescue, BacTiter-Glo, 24 h; Potency, µM (series often up to 46.1 µM), inactives show at the top dose growth rescue (activation), usual class: activators; 370,000 compounds, 0.14% hits; AID 652106, 2013; note: potency is the fitted concentration of half-maximal effect; % of control where 0% means no effect; nearly all actives have a fitted effect of over 65% in size
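Readout is rescue of growth in alpha-synuclein-expressing yeast, so inhibitors of toxicity appear as activators. Growth after 24 hr at 30 deg C in galactose medium is quantified by luminescence.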
TDP-43 yeast inh – qHTS of TDP-43 Inhibitors | Potency, µM (highest dose often 46.1 µM), without a hit: at the top dose growth rescue (activation), most hits filed as activators | AID 652104, 2013 | 410,000 compounds, 1.8% hits | TDP-43 expressing yeast growth rescue, BacTiter-Glo, 24 h; note: potency is the fitted concentration of half-maximal effect; % of control where 0% means no effect; nearly all actives have a fitted effect of over 50% in size
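Yeast expressing TDP-43 (pregrown in raffinose, seeded at OD600=0.02 in galactose medium) exposed to compounds 24 hr at 30 deg C. Growth read by BacTiter-Glo luminescence; rescue of toxicity appears as increased signal.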
Mm-Cpn inhibitor – Inhibitors of TCP-1 ring complex (TRiC) of Methanococcus maripaludis (MmCpn): qHTS; AID 504842, 2011; purified Mm-Cpn ATPase, ADP Transcreener TR-FRET; Potency, µM (series often up to 76.9 µM), for inactives: at the highest dose activity, negative = inhibition, most hits filed as inhibitors; 330,000 compounds, 0.031% hits; Chaperonin Mm-Cpn (Methanococcus maripaludis); note: potency is the fitted concentration of half-maximal effect; % is set by controls: 0 for no effect and ±100 for the full control effect; nearly all actives have a fitted effect of over 80% in size
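Quantitative HTS used 25 nM Mm-CPN and 10 uM ATP in magnesium/KCl Tris buffer, pH 7.4, with 1 mM DTT. Hydrolysis ran 30 min at 37°C; ADP was read by HTRF.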
GLP-1R inv ag – qHTS of GLP-1 Receptor Inverse Agonists (Inhibition Mode) | HEK293 GLP-1R CRE-luciferase, luminescence, 24 h; GLP-1R form is constitutively active | 410,000 compounds, 1.6% hits | Potency, µM (top dose mostly 38.3 µM), inactives show at the top dose activity change, negative = inhibition, actives largely listed as inhibitors; note: potency is the fitted concentration of half-maximal effect; % is set by controls: 0 for no effect and ±100 for the full control effect; nearly all actives have a fitted effect of over 55% in size
Target sequence (P43220 whole entry, looked up): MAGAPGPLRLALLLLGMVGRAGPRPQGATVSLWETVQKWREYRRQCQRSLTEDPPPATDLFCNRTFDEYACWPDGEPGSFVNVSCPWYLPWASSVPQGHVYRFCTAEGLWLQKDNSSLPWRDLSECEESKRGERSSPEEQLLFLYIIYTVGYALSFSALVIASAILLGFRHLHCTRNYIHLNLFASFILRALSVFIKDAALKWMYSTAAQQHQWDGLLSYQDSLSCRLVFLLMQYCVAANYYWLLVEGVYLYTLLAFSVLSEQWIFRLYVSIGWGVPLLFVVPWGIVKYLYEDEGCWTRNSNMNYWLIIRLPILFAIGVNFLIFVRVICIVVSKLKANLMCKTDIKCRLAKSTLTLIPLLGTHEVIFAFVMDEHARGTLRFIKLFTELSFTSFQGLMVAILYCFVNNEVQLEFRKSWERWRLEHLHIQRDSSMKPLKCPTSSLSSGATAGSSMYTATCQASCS
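Readout was luciferase luminescence, measured 12 min after detection reagent at room temperature. Beforehand, GLP-1R reporter HEK293 cells had sat 12 h, then received compounds for 24 hr at 37 deg C.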
FUS suppressor – qHTS for Suppressors of FUS Proteinopathy: Primary screen using FUS-linked yeast assay. S. cerevisiae FUS-expressing, growth rescue, OD600, 24 h. Potency, µM (highest dose often 76.6 µM), for the others: at the highest dose growth rescue (activation), usual class: activators. 390,000 compounds, 0.24% hits;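 note: potency is the fitted concentration of half-maximal effect; plate controls were DMSO vehicle for no effect and reference control for full effect; nearly all actives have a fitted effect of over 55% in size; some results filed as inactive show a strong effect at the top dose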
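S. cerevisiae expressing FUS from galactose induction served as the toxicity model. Growth after 24hr at 30C, read as absorbance at 600 nm, indicates suppression of toxicity; compounds dosed at several concentrations.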
PTHR1 ag – qHTS for PTHR1 Agonists: Primary Screen; Potency, µM (series often up to 115 µM), inactives show at the top dose activation, most hits filed as activators; AID 743266, 2014; HEK293 GP2 PTHR1 cells, GloSensor cAMP luminescence, 1 h; Parathyroid hormone/parathyroid hormone-related peptide receptor (Homo sapiens), Q03431; 410,000 compounds, 0.075% hits; note: potency is the fitted concentration of half-maximal effect; nearly all actives have a fitted effect of over 55% in size; some results filed as inactive show a strong effect at the top dose; inactives centre near -15; many of its hits are not listed in these tables
Target sequence (Q03431 whole entry, looked up): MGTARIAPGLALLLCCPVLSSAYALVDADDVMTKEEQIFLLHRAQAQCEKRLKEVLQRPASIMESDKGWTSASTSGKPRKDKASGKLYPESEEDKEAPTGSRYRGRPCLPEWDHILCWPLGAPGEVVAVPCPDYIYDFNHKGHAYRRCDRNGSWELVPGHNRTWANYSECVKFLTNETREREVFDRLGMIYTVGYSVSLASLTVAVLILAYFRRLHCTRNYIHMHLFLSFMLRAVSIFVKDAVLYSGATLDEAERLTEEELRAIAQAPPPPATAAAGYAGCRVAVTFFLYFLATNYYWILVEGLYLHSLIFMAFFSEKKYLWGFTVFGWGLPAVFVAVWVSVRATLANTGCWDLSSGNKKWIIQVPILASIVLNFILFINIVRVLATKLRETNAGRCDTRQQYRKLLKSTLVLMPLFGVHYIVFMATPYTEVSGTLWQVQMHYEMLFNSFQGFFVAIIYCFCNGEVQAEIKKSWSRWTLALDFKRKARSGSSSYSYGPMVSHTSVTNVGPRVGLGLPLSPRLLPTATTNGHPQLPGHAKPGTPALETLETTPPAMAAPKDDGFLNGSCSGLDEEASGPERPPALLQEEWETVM
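HEK-293-derived GP2 cells expressing PTHR1 and a GloSensor cAMP reporter, 3,000/well, plated overnight, given luciferin plus IBMX (each 0.5 mM as added) for 1 h at 37 °C, then compound for 1 h at 37 °C. Luminescence was read after 15 min at room temperature.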
* = called active by the depositor; i = inactive; ? = inconclusive; nt = no result given; [ ] = dose if it differs, or a comment. Unless noted, calls come from the whole dose curve; as a rule, active = well fitted curve in the direction sought with a large enough effect; inconclusive = small, poorly fitted or top-dose-only effect, or another doubt; inactive = no such curve, though single readings can be large; an effect the other way counts as inactive or inconclusive. An excerpt; count on the stated rates, not on these rows.

smiles,pAkt inh,aSyn rescue,PTHR1 ag,Abeta yeast res,Mm-Cpn inhibitor,FUS suppressor,HEK293 tox,GLP-1R inv ag,TDP-43 yeast inh
C/C(N)=C(/C#N)C(=O)CSc1nnc(Nc2ccccc2)s1,i,1%,-29%,9%,1%,19%,-12%,14%,-7%
Cc1cccc(NS(=O)(=O)c2nnc(NC(=O)CC(C)C)s2)c1,i,2%,i,-13%,1%,-21%,-1%,-17%,18%
CC(NCc1ccc(S(N)(=O)=O)cc1)C(=O)NCc1ccccc1 (configuration not stated),i,-2%,i,-5%,-3%,-20%,-27%,17%,-3%
CCOc1cc(/C=N/NC(=O)CN2CCCCC2)ccc1OCc1ccccc1,i,-5%,i,4%,1%,-2%,-3%,?,?
Cn1cncc1C#Cc1ccc(N2C(c3ccsc3)=Cc3ccc(F)cc3C2c2c[nH]c3ccccc23)cc1 (configuration not stated),i,3%,-6%,4%,nt,33%,2%,?,0%
CCN(CC)CCNC(=O)CSc1c2c(nc3cc(Cl)ccc13)CCCC2,i,4%,-50%[inhibitor],-7%,-15%,-18%,-13%,?,12%
Nc1nccnc1C(=O)OCC(=O)Nc1cccc(S(=O)(=O)N2CCCCC2)c1,i,3%,-18%,24%,-2%,-17%,-5%,6%,15%
CCOc1ccc(-n2c(SCC(=O)NCC3CCCO3)nc3c([nH]c4ccccc43)c2=O)cc1 (configuration not stated),nt,-2%,i,-16%,nt,-15%,-4%,14%,9%
CC(C)(O)C#Cc1ccc(CN2CCN(Cc3ccsc3)C(CCO)C2)cc1 (configuration not stated),i,-1%,i,-2%,2%,-3%,-10%,?,-12%[0.397 µM]
CCC(CC)c1nc2ccccc2c(=O)[nH]1,i,2%,-38%[inhibitor],2%,0%,-11%,4%,18%,-3%
O=C(CSc1ccccc1[N+](=O)[O-])NC1CCS(=O)(=O)C1 (configuration not stated),i,1%,i,-7%,1%,4%,51%[activator],29%,-18%
CCCn1c2ccccc2c2nnc(SCC(=O)OC)nc21,i,-1%,i,-17%,-1%,14%,1%,3%,?
C[n+]1cn(Cc2ccc(C#N)cc2)c2ccccc21,i,0%,-22%,-7%,-5%,-18%,6%,15%,17%
Cc1cnc(C(=O)OCC(=O)NC(C)C)cn1,i,-14%,-5%[57.5 µM],5%,0%,18%,4%,44%[activator],-9%
Cc1nc2c(ccc3nc(NC(=O)C(c4ccccc4)c4ccccc4)sc32)s1,i,26%,i,0%,0%,39%,-2%,-5%,-26%

Other results
smiles,pAkt inh,aSyn rescue,PTHR1 ag,Abeta yeast res,Mm-Cpn inhibitor,FUS suppressor,HEK293 tox,GLP-1R inv ag,TDP-43 yeast inh
O=C(O)COc1ccc(/C=N/n2cnc3scc(-c4cccs4)c3c2=O)cc1,i,4%,i,0%,-1%,nt,-3%,7%,-4%
Cn1c(N)c(C(=O)COC(=O)C23CC4CC(CC(C4)C2)C3)c(=O)n(C)c1=O,i,18%,i,?,0%,38%,4%,?,28%
C=CCC1(CC=C)CCCN1C(=O)C1CCC(=O)N(CCc2ccc(Cl)cc2)C1 (configuration not stated),i,10%,-20%,-16%,1%,41%,0%,?,0%
CCOc1ccc(Br)cc1S(=O)(=O)Nc1ccccc1N1CCOCC1,i,25%,i,-15%,?,32%,-5%,?,?
CCN(CC)CC(O)CN1c2ccccc2Sc2ccccc21 (configuration not stated),i,2%,-20%,13%,-1%,8%,2%,?,2%
CCn1cc2nc(SCc3cccc(Cl)c3)n(Cc3ccc(C)cc3)c(=O)c2n1,nt,nt,-45%,-7%,nt,2%,4%,19%,7%
Cc1cc(C)c(NC(=O)CSc2nc3ccccc3nc2N2CCCCC2)c(C)c1,nt,nt,-10%,-4%,nt,-19%,19%,2%,4%
O=C(CNC(=O)c1ccccc1F)NCc1ccncc1,i,3%,i,29%,-1%,-8%,-8%,3%,4%
COc1ccccc1CN(C)C(=O)c1ccc(COc2ccccc2)cc1,i,1%,-40%[inhibitor],8%,-2%,40%,2%,?,?
COc1cc(CCC(=O)OCC(=O)Nc2ccc(F)cc2F)cc(OC)c1OC,i,5%,-8%,11%,0%,2%,-7%,-3%,17%
CCCn1c(=O)[nH]c(=O)c2c1nc(-c1ccc(OC(F)F)c(OC)c1)n2CCOC,i,1%,i,5%,-2%,20%,4%,61%[activator],-15%
C(=C\CSc1ncn[nH]1)/CSc1ncn[nH]1,i,-6%,i,17%,0%,-8%,5%,9%,11%
O=C(NCCc1ccccc1)C1CCN(S(=O)(=O)c2ccc(-c3nn[nH]n3)cc2)CC1,i,4%,-3%[57.5 µM],6%,1%,10%,-1%,1%,3%
Cc1ccc(S(=O)(=O)N2C[C@H]3n4c(=O)ccc(=O)n4C[C@H](OC(=O)Nc4cccs4)[C@@]3(O)C2)cc1,i,0%,-4%,-6%,nt,16%,-19%,?,28%
CCOc1ccc(/C=C/C(=O)c2ccccc2)cc1OC,i,-7%,i,-8%,1%,25%,13%,?,?

The list continues.
smiles,pAkt inh,aSyn rescue,PTHR1 ag,Abeta yeast res,Mm-Cpn inhibitor,FUS suppressor,HEK293 tox,GLP-1R inv ag,TDP-43 yeast inh
Cc1c(Cl)cccc1NC(=S)Nc1ccc(S(=O)(=O)Nc2ncccn2)cc1,i,-9%,-20%,-6%,0%,nt,6%,0%,?
Cc1ccc(-n2c(=O)cc(N3CCN(C(=O)c4ccco4)CC3)[nH]c2=O)cc1,i,0%,i,7%,2%,3%,1%,-11%,21%
O=Nc1c2cc(-c3ccccc3)[nH]nc-2c2ccccc12,i,-28%,-11%,-24%,1%,26%,2%,?,-18%
COc1ccc(NC(=O)Cn2cnc3sc(C)c(S(=O)(=O)N4CCOCC4)c3c2=O)cc1Cl,i,-1%,-13%,0%,-2%,3%,?,16%,-8%
CCOc1cccc(C(=O)Nc2ccc(N3CCN(S(C)(=O)=O)CC3)cc2)c1,i,14%,i,-11%,2%,34%,1%,0%,-8%
CCN(CC)c1ccc(/C=N/n2nnnc2N)c(O)c1,i,0%,i,-7%,-5%,5%,15%,0%,12%
CCCOc1c(OC)cc(Cl)cc1C1NC(=O)NC(C)=C1C(=O)NCc1ccccc1 (configuration not stated),i,-2%,-10%,20%,-2%,7%,-3%,3%,-13%
Cn1cnc([N+](=O)[O-])c1S(=O)(=O)Nc1ccccc1,i,-4%,-94%[inhibitor],-33%[inhibitor],nt,?,-21%,?,-17%
COc1ccc2[nH]c3c(c2c1)CCN1C(=O)C(CC(=O)NCc2ccco2)C[C@H](C(=O)N2CCOCC2)[C@@]31CCC1CCCC1 (some centres not stated),i,3%,-9%,7%,-2%,10%,0%,-23%,19%
CCN1CCN(C(=S)NCCc2ccccc2)CC1,i,-8%,-8%,-23%,0%,-13%,-5%,4%,18%
O=C(Nc1ccc(C(=O)N2CCCCC2)cc1)c1ccc(Br)cc1,i,11%,-25%[57.5 µM],-2%,0%,-3%,-3%,?,-1%
COc1ccc(OC)c(S(=O)(=O)N/N=C\c2ccc3c(c2)OCO3)c1,i,0%,i,33%,-2%,9%,-14%,17%,9%
Clc1cccc(OCCn2ccnc2)c1,i,1%,-30%,11%,3%,5%,-3%,-17%,2%
CCCCc1nnc(NC(=O)COC)s1,i,1%,i,2%,-1%,5%,-13%,-1%,15%
COc1ccc(C(=O)N(CCCO)C(C)C(=O)NC2CCCCC2)cc1OC (configuration not stated),i,-5%,-26%,-4%,-2%,11%,5%,1%,-6%

(more compounds)
smiles,pAkt inh,aSyn rescue,PTHR1 ag,Abeta yeast res,Mm-Cpn inhibitor,FUS suppressor,HEK293 tox,GLP-1R inv ag,TDP-43 yeast inh
O=[N+]([O-])c1cc(S(=O)(=O)NC2=NCCCCC2)ccc1Cl,i,1%,-7%,-11%,-5%,-21%,-4%,6%,-12%
CCOC(=O)Cn1c(=O)n(C2CCCCC2)c2nc(-c3cccc(F)c3)nc(C(N)=O)c21,nt,0%,i,-1%,nt,19%,-3%,-4%,0%
COc1ccc(CC(C(=O)Nc2ccc(OC)cc2)c2nn[nH]n2)cc1 (configuration not stated),i,-14%,-8%,1%,1%,3%,2%,21%,13%
CCCCOc1ccc(C2C3CN(C(=O)OCC)CC=C3C(C#N)=C(N)C2(C#N)C#N)cc1OC (configuration not stated),nt,1%,-25%[57.5 µM],10%,1%,25%,-2%,-2%,-21%
COc1ccc(Cl)cc1NC(=O)CN(C)C(=O)c1ccc(-n2cncn2)cc1,i,-1%,-3%,-1%,5%,10%,-8%,-29%,-7%
COc1ccc(S(=O)(=O)Nc2cccc(F)c2C)cc1C(=O)N1CCOCC1,i,-2%,0%,-1%,3%,2%,0%,-12%,-3%
COc1ccc(S(=O)(=O)N2CCCCC2)cc1NC(=O)c1cc([N+](=O)[O-])ccc1N1CCOCC1,i,-8%,-23%,6%,-1%,23%,1%,19%,-9%
CCOC(=O)c1cn(CC)c2c(ccc3ccccc32)c1=O,i,16%,-20%,-10%,-2%,28%,6%,-1%,?
CCOc1ccc(N2C(=O)c3n[nH]c(-c4cccs4)c3C2c2cccc(F)c2)cc1 (configuration not stated),nt,nt,-20%,10%,nt,36%,-8%,?,0%
